Screens deposited in PubChem BioAssay by ICCB-Longwood Screening Facility, Harvard Medical School.
PV pol inh – inhibitors of poliovirus RNA polymerase binding and polymerization; P03300; poliovirus polymerase elongation, fluorescence polarization; stronger effect = lower value; % elongation, % (compound at 16.7 µg/mL); 0.66% of 150,000 active; AID 588519; in the data active means % elongation below about 90%; further: some results filed as inactive read as strong as hits
Target sequence (P03300 1749-2209 limits assumed): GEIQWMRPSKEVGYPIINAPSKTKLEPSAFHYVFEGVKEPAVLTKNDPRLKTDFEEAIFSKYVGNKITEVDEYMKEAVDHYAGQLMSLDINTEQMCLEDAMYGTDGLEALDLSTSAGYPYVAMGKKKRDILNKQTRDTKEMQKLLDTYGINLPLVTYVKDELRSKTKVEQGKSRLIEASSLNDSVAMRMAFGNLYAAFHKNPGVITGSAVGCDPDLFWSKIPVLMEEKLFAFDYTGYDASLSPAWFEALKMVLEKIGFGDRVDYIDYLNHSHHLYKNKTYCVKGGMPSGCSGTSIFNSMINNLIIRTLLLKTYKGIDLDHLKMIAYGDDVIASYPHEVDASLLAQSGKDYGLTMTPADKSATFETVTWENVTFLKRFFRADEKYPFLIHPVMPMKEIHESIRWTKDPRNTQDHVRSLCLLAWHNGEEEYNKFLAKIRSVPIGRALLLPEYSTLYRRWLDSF
PV pol inh FP z-score – also measured in PV pol inh; calls as there; z-score; measured here: FP z-score; hits read low
* marks the source's active call; other numbers are inactive results; & = joins results of further samples. An excerpt; count on the stated rates, not on these rows.

Value order: PV pol inh, PV pol inh FP z-score
COc1cc(/C=C(\C#N)c2ccc(Cl)cc2)ccc1OC(=O)C1COc2ccccc2O1 (centres undefined)
  104, 0
OCc1cn(-c2ccccc2)nc1-c1ccccc1
  100, -0.4
CN(C)S(=O)(=O)c1ccc(C(=O)OCC2CCCO2)cc1 (centres undefined)
  104, 0
COc1ccccc1N=C(NO)C(=Nc1ccccc1OC)NO
  101, -0.1
O=C(O)C1CC(=O)N(Cc2ccccc2)C(=Nc2ccc(F)cc2)S1 (centres undefined)
  101, -0.2
COC(=O)Cn1ncc2c3ccccc3n(Cc3ccccc3F)c2c1=O
  102, 0
CCc1ccc(NC(=O)Cn2c(=O)n(CCC(=O)NCc3ccc4c(c3)OCO4)c(=O)c3ccccc32)cc1
  105, -0.2
Cc1ccccc1-n1c(SCC(=O)c2ccccc2)nnc1-c1ccc(F)cc1
  106, -0.2
Cc1nnc(SCC(=O)Nc2cc(C(F)(F)F)ccc2N2CCOCC2)n1C1CC1
  102, -0.1
Cc1cc(=O)[nH]c(NNC(=O)NC2CCCCC2)n1
  103, 0.2
O=C1Nc2ccccc2S(=O)(=O)N1Cc1ccccc1
  101, 0
O=C(CSc1nnc(-c2ccncc2)n1Cc1ccco1)N(c1ccccc1)c1ccccc1
  101, -0.2
NC(=O)CSc1ncnc2sc(-c3ccccc3)cc12
  105, 0.2
Fc1ccc(Nc2ncnc3c2nc2n3CCCCC2)c(F)c1
  102, -0.9
CC1S/C(=N\NC(=O)CNc2cccc(Cl)c2)N(c2ccccc2)C1=O (centres undefined)
  101, -0.3
CC(NC(=O)CN1CCN(C(=O)c2cccs2)CC1)c1ccc(F)cc1F (centres undefined)
  107, 0.7
COc1ccc2[nH]c(=O)c(CN(C(=O)c3cccc(Cl)c3)c3ccccc3C)cc2c1
  106, -0.6
Clc1ccc2c(c1)c1nc3ccccc3nc1n2Cc1nc2ccccc2o1
  99, -0.3
CCCCC(CC)C(=O)Nc1nnc(C(C)C)s1 (centres undefined)
  99, -0.7
O=C(O)CNC(=O)c1cc(C(F)(F)F)cc(C(F)(F)F)c1
  103, 0.6
Cc1ccc(C(=O)OC(c2ccccc2)c2nccc3ccccc23)cc1 (centres undefined)
  102, 0.1
CC1=C(c2ccc(C)cc2)S(=O)(=O)NC1=NC(C)C12CC3CC(CC(C3)C1)C2 (centres undefined)
  104, 0.3
Cc1ccc(-c2nnc(Nc3ccc(S(N)(=O)=O)cc3)c3ccccc23)cc1S(=O)(=O)N1CCOCC1
  104, 0
O=C(NCCc1csc(-c2ccc(C(F)(F)F)cc2)n1)C(=O)Nc1ccc(F)c(Cl)c1
  107, 0
Cc1ccc2nc(-c3ccc(C)o3)c(Nc3ccc4c(c3)OCO4)n2c1
  101, 0
COCc1[nH]nc2c1C(c1ccc(OCC(N)=O)c(OC)c1)C(C#N)=C(N)O2 (centres undefined)
  107, 0.4
Cc1ccc(C2=Nc3ccccc3N(CC(=O)NCc3ccccc3Cl)C(=O)C2)cc1C
  107, 0.1
CCc1ccc(-n2c(=O)c3cccnc3n2CC(=O)N(CC)c2cccc(C)c2)cc1
  111, 0.4
CCCCN(Cc1nnc(-c2ccccc2)o1)c1ccccc1
  101, 0
Cc1cccc(NC(=O)c2sc(-n3nc(C)c(CCC(C)C)c3C)nc2C)c1C
  111, 0.8
CC(=O)Nc1ccc(C(=O)OCC(N)=O)cc1
  103, 0.2
O=C(COC(=O)c1ccc(Oc2ccccc2)cc1)Nc1ncccn1
  99, -0.1
Cc1cn(C2OC(COC(=O)c3ccccc3)C(O)C2O)c(=O)[nH]c1=O (centres undefined)
  104, 0.2
O=C(CSc1nc2c([nH]c3ccccc32)c(=O)n1-c1ccccc1)Nc1ccccc1
  97, -0.3
COc1ccc2oc(C(=O)N(C)Cc3nc4ccccc4c(=O)[nH]3)c(C)c2c1
  102, -0.1
O=c1[nH]/c(=C/c2ccco2)c(=O)[nH]/c1=C\c1ccco1
  103, 0.1
CCn1c(=O)c2cc(C(=O)NCCc3ccc(Cl)cc3)sc2c2ccccc21
  104, 0.1
O=C(CSc1nc2ccccc2o1)NCc1ccc(F)cc1
  103, 0.2
Cc1ccc(CNC(=O)CCc2nc3cccnc3n2Cc2ccccc2)cc1
  106, 0.2
Cc1c(C(=O)NC2=NCCS2)sc2nc3n(c(=O)c12)CCCCC3
  103, 0
CC(O)C(Nc1ncnc2ccccc12)C(=O)O (centres undefined)
  103, 0.1
Cc1ccc(CN(Cc2ccco2)C(=O)COc2cc(C)c(Cl)c(C)c2)cc1
  108, 0.4
Cn1c(Cc2nnc3n2-c2ccccc2SC3)nc2ccccc21
  100, -0.3
Cc1ccc(S(=O)(=O)NC(=O)N(C)c2ccccc2)cc1
  104, 0
O=C(c1ccc2c(c1)N(Cc1ccc(F)cc1)C(=O)c1ccccc1S2=O)N1CCN(c2ccccc2)CC1 (centres undefined)
  101, 0.1
Cc1nc2cccnc2n1C1CCN(C(=O)Nc2ccc(Cl)cc2)CC1
  106, 0.1
COc1ccc(-c2nn3c(C)nnc3s2)cc1OC
  102, 0.3
O=S(=O)(NC1CCCCCC1)c1ccccc1
  103, 0.2
Cc1cccc(OCC(=O)Nc2ccc(-c3nc4ccccc4o3)cc2)c1C
  102, -0.4
Cc1cc(=O)[nH]c(SCC(=O)c2cccs2)n1
  102, 0.1
CCn1cc(-c2cc(C(=O)O)on2)cn1
  101, -0.4
COCCCn1c(=O)[nH]c(=O)c2c(N)c(C(=O)c3ccccc3)sc21
  97, -0.1
O=C(CN1C(=O)c2ccccc2C1=O)c1ccc(C(F)(F)F)cc1
  102, -0.3
CN(C(=O)COC(=O)Cn1nnc(-c2ccccc2)n1)C1CCCCC1
  104, 0.2
C[N+](C)(C)CC(=O)[O-]
  100, 0.2
COc1ccc(C(=O)C[n+]2ccc3c(c2)nnn3C)cc1
  102, 0.2
CSc1cccc(NC(=O)CCS(=O)(=O)c2ccc3nc(C)sc3c2)c1
  103, 0.1
Cc1ccc(C(=O)CSc2nc(C)cc(C)c2C(=O)Nc2cccc(C)c2)cc1
  105, -0.5
COCCn1c(SCc2nc3ccccc3nc2C)nc2ccccc21
  103, 0.1
CC(C)=NNC(=S)Nc1ccc(Cl)cc1
  105, 1

Further entries
Value order: PV pol inh, PV pol inh FP z-score
CCCCn1cnc2cc(NCc3ccc(C)cc3)ccc21
  97, -2.1
Cc1cc(C)c(NC(=O)Cn2nnc(C(=O)NCc3cccs3)c2N)c(C)c1
  109, 1.1
COc1ccc(C2=NN(C(=O)CCC(=O)O)C(c3ccccc3F)C2)cc1OC (centres undefined)
  106, 1.2
CCC1CN=C(Nc2cccc(C)c2)S1 (centres undefined)
  100, -0.4
CCOC(=O)c1c(N(C)C)ccc(C2C=CNC(=O)N2)c1C (centres undefined)
  101, -0.4
CCSc1ncc(Cl)c(C(=O)Nc2ccc(S(=O)(=O)N3CCCCC3CC)cc2)n1 (centres undefined)
  113, -0.1
N#CCc1nc(-c2ccccc2)no1
  118, 1.7
CC(C)NC(=O)CC1Sc2ccccc2NC1=O (centres undefined)
  104, 0.8
N#Cc1c[nH]c2ccc(N3C(=O)c4ccccc4C3=O)cc12
  98, -0.9
COc1ccc(N=Cc2sc3ccccc3c2Cl)cc1
  102, 0.1
Cc1ccc(CNC(=O)CCNS(=O)(=O)c2ccc3c(c2)oc(=O)n3C)cc1
  105, 0.2
O=C(NCc1ccco1)C1CCN(S(=O)(=O)Cc2ccccc2)CC1
  102, 0.2
CCC(Sc1nc2ncccc2[nH]1)C(=O)N(CC)c1cccc(C)c1 (centres undefined)
  105, 0.6
O=C(/C=C/CC(=O)OC1CCCC1)OC1CCCC1
  103, 0.1
Cc1ccccc1OCC(=O)Nc1nn2c(C)nnc2s1
  102, 0.1
CCOC(=O)C1=NN(c2ccccc2)C(=O)C1
  100, -0.2
COc1cc2sc(=NC(=O)CCS(=O)(=O)c3ccccc3)n(C)c2cc1OC
  98, -1.8
CN1CCN(CCNC(=O)c2cnn(-c3ccccc3)c2-n2cccc2)CC1
  102, -0.7
Clc1cccc(-n2ncc3c(N4CCN(Cc5ccccc5)CC4)ncnc32)c1
  106, -0.1
CN(C)S(=O)(=O)c1ccc2oc3nnc(SCC#N)n3c2c1
  104, 0.5
CCc1ccc(NC(=O)c2ccc(F)c(S(=O)(=O)N3CCc4ccccc4C3)c2)cc1
  110, 0.4
Cc1cc(C)n(CCc2nc3c4ccccc4nc(N4CCN(c5ccc(F)cc5)CC4)n3n2)n1
  106, 0.7
CCCCN(CC)C(=O)c1c[nH]c2ccc(S(=O)(=O)N(C)c3ccc(Cl)cc3)cc2c1=O
  113, 0.8
COC(=O)c1sc2nc(C)cc(C)c2c1N
  98, -1
CCOC(=O)c1cc(=O)c2ccc(OCC(=O)Nc3ccc4c(c3)OCCO4)cc2o1
  103, 0.5
CCc1ccccc1NC(=O)COCc1cc(-c2ccco2)on1
  105, -0.7
CC(C)(C)c1cc2nc(N)nc(N)n2n1
  100, -0.5
CC(C)N1C(=O)C(O)(c2nnc(-c3ccccc3)o2)c2ccccc21 (centres undefined)
  102, 0
CCN1C(=O)C(CC(=O)Nc2ccc(C(=O)OC)cc2)N(CCN2CCOCC2)C1=S (centres undefined)
  101, 0.3
COC(CN(C)C(=O)c1c[nH]c2ccc(S(=O)(=O)Nc3ccccc3F)cc2c1=O)OC
  101, 0.2
CCCNC(=O)C1=NS(=O)(=O)c2ccccc2N1
  101, -0.1
O=C(O)C1CCC(CNCc2ccncc2)CC1 (centres undefined)
  103, 0.6
NCC12CC3CC(C1)CC(C(=O)O)(C3)C2
  101, 0.3
CCOC(=O)c1ccc(NC(=O)c2cnc(N3CCCC3)nc2C)cc1
  111, 0.9
Cc1cc2nc(N(C)C)c3ccccc3n2n1
  97, -0.6
CCc1ccc(OC(C)C(=O)Nc2cc(-c3ccc(C)cc3)no2)cc1 (centres undefined)
  102, 0.1
COc1ccccc1N1CCN(CCCCNC(=O)c2ccc3ccccc3c2)CC1
  102, 0.3
CCc1nn(CC(=O)OC)c(=O)c2cc3sc(C)cc3n12
  102, -0.3
CN1CCN(Cc2c(O)ccc3cc(-c4ccc(Cl)cc4)c(=O)oc23)CC1
  114, 1.6
CC(=O)OC[C@H]1OC=C[C@@H](OC(C)=O)[C@@H]1OC(C)=O
  103, 0.3
Cc1ccc(NC(=O)CN2CCCN(Cc3cc(C)ccc3C)S2(=O)=O)c(Cl)c1
  100, -1
CCN1CCCC1CNC(=O)Nc1ccc(Cl)c(Cl)c1 (centres undefined)
  102, 0
Cc1ccccc1OC1C(=O)N(C2CCCC2)C1c1ccc2c(c1)OCO2 (centres undefined)
  101, 0.3
CCOC(=O)c1c(S(=O)(=O)N2CCCC(C(=O)NCc3ccccc3OC)C2)c(C)n(C)c1C (centres undefined)
  110, 0.7
O=C(NCC(c1cccnc1)N1CCc2ccccc2C1)C(=O)Nc1ccc(F)cc1F (centres undefined)
  103, -1.2
O=C(Nc1ccc(C(F)(F)F)cc1)C1CCC1
  100, 0.1
O=C(Nc1cccc(C(F)(F)F)c1)C1CCCN(S(=O)(=O)c2cccc3nonc23)C1 (centres undefined)
  102, -1
COc1ccccc1-n1c(=O)c2c3c(sc2n(Cc2ccccc2F)c1=O)CN(C(C)=O)CC3
  114, 1.8
CCC(=O)NNc1nc2c(OC)ccc(OC)c2s1
  100, -0.7
Cc1ccc(C)c(Cn2c(=O)cc(C)c3c(C)nn(-c4cccc(F)c4)c32)c1
  97, -2.2
COC(CNC(=O)c1ccc2c(c1)N(Cc1ccc(Cl)cc1)CCS2)OC
  103, -0.1
COc1cc(OC)cc(-c2nc3n(n2)C(c2ccccc2)C(C(N)=O)=C(C)N3)c1 (centres undefined)
  106, 0.3
COC(=O)C(C)Oc1ccc(Oc2nc(Cl)ccc2Cl)cc1 (centres undefined)
  100, -0.3
COc1ccc(Nc2c3c(nc4ccc(NC(=O)/C=C/c5cc(OC)c(OC)c(OC)c5)cc24)CCCC3)cc1OC
  102, -0.3
O=C1CCCN1c1ccc(OCc2ccc(F)cc2)cc1
  105, 0.3
O=C(Cc1cc(=O)[nH]c(=O)[nH]1)NCCN1CCOCC1
  106, 0.7
NNC(=O)c1nsnc1-c1ccccc1O
  105, 1
Cc1cccc(-c2nnc3sc(NC(=O)CC(C)C)nn23)c1
  101, 0
CCN1CCN(Cc2c(O)ccc3c(=O)c(Oc4ccccc4Cl)c(C(F)(F)F)oc23)CC1
  105, 0.2
Cc1cc(C(=O)CSc2nnc(CN3CCCC3)o2)c(C)n1CCC(C)C
  114, 2
CCCCCn1c(=O)[nH]c2cc(C(=O)NCCN(C)CCCC)ccc2c1=O
  108, 0.7
O=C(O)COCCN1CCN(C(c2ccccc2)c2ccc(Cl)cc2)CC1 (centres undefined)
  107&101&99, 0.4&0.1&-0.1

Structural class: the entries above with a COOH group (8)
Value order: PV pol inh, PV pol inh FP z-score
O=C(O)C1CC(=O)N(Cc2ccccc2)C(=Nc2ccc(F)cc2)S1 (centres undefined)
  101, -0.2
O=C(O)CNC(=O)c1cc(C(F)(F)F)cc(C(F)(F)F)c1
  103, 0.6
CC(O)C(Nc1ncnc2ccccc12)C(=O)O (centres undefined)
  103, 0.1
CCn1cc(-c2cc(C(=O)O)on2)cn1
  101, -0.4
COc1ccc(C2=NN(C(=O)CCC(=O)O)C(c3ccccc3F)C2)cc1OC (centres undefined)
  106, 1.2
O=C(O)C1CCC(CNCc2ccncc2)CC1 (centres undefined)
  103, 0.6
NCC12CC3CC(C1)CC(C(=O)O)(C3)C2
  101, 0.3
O=C(O)COCCN1CCN(C(c2ccccc2)c2ccc(Cl)cc2)CC1 (centres undefined)
  107&101&99, 0.4&0.1&-0.1
